Assay outcomes as filed in PubChem BioAssay.
SENP8 block-1 = blocks human SENP8 cleavage of Nedd8 substrate. Q96LD8. recombinant SENP8, Nedd8 substrate fluorescence. inhibition, % at 20 µM. 360,000 tested, 0.64% active. AID 602440; in the data active means inhibition mostly above about 40%, no sharp cut-off; inactive means mostly below about 27%
Target sequence (Q96LD8 whole entry, looked up): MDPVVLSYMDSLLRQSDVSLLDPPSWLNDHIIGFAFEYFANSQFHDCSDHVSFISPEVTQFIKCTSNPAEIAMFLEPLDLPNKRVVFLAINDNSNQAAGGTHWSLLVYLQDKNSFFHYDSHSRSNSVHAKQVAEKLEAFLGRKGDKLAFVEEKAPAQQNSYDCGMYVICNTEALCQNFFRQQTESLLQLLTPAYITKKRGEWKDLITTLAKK
SENP1 inh = inhibitors of human SENP1 SUMO protease catalytic domain. 360,000 tested, 0.21% active. Q9P0U3. inhibition, % at 10 µM. recombinant SENP1 catalytic domain, CyPet-SUMO1-YPet FRET cleavage;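 active means inhibition at least 30% at 10 µM, raw YFP signal under a set limit, fluorescence ratio 0.5 to 1.5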;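 further: 0% = enzyme with DMSO and 100% = no enzyme wells; some results filed as inactive read as strong as hits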
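Test system: recombinant human SENP1 catalytic domain, His6-tagged / Medium: pH 8 Tris buffer with EDTA, NaCl, BME, BSA, NP40, catalase / Also added: SUMO1 FRET substrate flanked by Cypet and Ypet, 25 nM / Times: 50 min reaction at room temperature / Signal: FRET, CFP and YFP emission / Control set: no-enzyme low control and enzyme-plus-DMSO high control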
SENP7 block = SENP7 protease inhibition; recombinant SENP7, Z-RLRGG-aminoluciferin luminescence, 40 min; inhibition, % at 5 µM; 330,000 tested, 1.5% active;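 active means inhibition above about 50% at the single test dose, limit read from the data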;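 further: plate controls were DMSO with enzyme for no effect and no enzyme buffer wells for full effect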
MIN6 prolif = induces beta-cell replication in MIN6 cells; MIN6 cells proliferation, ATPlite luminescence, 48 h; cells starved in 0.2% serum; 100% = growth in 10% serum; proliferation, % at 10 µM; 330,000 tested, 0.29% active;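 active means compounds whose signal lies at least 3.5 SD above the mean of all wells on their plate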;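 further: 0% = DMSO-treated cells in low-serum medium and 100% = 10% serum control; some compounds called inactive have numbers as strong as hits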
SENP8 block-2 = inhibitors of human SENP8 protease. Q96LD8. purified SENP8, Z-RLRGG-aminoluciferin cleavage, luminescence. inhibition, % at 10 µM. 330,000 tested, 1.2% active. AID 2540; in the data active means inhibition above about 50%
HKDC1 inh = blocks human hexokinase HKDC1 activity; AID 493160; recombinant HKDC1, G6PDH/diaphorase resazurin coupled fluorescence; Q2TB90; inhibition, % at 20 µM; 340,000 tested, 0.16% active;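 active means inhibition above about 35% when tested at 20 µM, limit read from the data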;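 further: plate controls were DMSO wells with enzyme for no effect and DMSO wells lacking enzyme for full effect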
Target sequence (Q2TB90 whole entry, looked up): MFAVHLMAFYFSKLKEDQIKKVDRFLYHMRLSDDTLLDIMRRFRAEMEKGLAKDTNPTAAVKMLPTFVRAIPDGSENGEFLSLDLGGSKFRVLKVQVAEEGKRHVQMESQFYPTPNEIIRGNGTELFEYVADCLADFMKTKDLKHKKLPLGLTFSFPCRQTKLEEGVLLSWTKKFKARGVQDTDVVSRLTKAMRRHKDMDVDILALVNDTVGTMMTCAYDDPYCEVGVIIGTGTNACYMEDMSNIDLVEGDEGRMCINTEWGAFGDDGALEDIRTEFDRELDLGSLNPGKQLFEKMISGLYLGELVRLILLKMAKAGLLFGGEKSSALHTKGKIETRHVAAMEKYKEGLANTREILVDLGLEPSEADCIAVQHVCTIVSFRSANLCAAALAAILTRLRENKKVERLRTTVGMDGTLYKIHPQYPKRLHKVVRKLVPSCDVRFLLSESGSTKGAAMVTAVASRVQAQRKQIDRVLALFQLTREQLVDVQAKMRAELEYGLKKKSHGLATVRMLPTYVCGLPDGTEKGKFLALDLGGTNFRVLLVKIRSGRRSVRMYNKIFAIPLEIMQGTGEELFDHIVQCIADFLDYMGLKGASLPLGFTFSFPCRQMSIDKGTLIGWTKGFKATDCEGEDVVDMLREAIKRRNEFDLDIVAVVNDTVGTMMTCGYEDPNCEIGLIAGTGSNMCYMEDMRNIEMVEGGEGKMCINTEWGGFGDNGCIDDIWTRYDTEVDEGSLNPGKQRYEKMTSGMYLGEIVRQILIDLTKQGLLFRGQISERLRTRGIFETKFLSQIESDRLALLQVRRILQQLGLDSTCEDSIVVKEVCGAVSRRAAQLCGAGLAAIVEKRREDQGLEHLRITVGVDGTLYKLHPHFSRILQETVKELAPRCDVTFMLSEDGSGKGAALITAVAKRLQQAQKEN
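test system = in-house recombinant HK5 (HKDC1) enzyme | amount = HKDC1 at 5 µg/mL | control set = DMSO-enzyme wells negative, buffer-substituted wells positive | compound = one dose of 20 µM, 1% DMSO | schedule = reaction time 90 min, room temperature, protected from light | technique = resorufin fluorescence at 613 nm | reagent = glucose with 1 mM ATP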
SENP6 block = blocks the human protease SENP6; Q9GZR1; Recombinant SENP6 catalytic domain, aminoluciferin luminescence; inhibition, % at 10 µM; 330,000 tested, 1.8% active; AID 2599;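 active means inhibition above about 50% at the single tested dose, limit read from the data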;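 further: plate controls were DMSO wells with enzyme for no effect and DMSO wells lacking enzyme for full effect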
UBC13 polyUb = inhibitors of human UBC13 polyubiquitin chain formation | 330,000 tested, 0.47% active | inhibition, % at 20 µM | P61088 | TR-FRET | AID 485273; in the data active means inhibition above about 45%, passing the limit was not always enough
PfGluPho inh = PfG6PD (Plasmodium falciparum) enzyme inhibition. PfGluPho enzyme, NADPH resazurin-diaphorase fluorescence. inhibition, % at 20 µM. 350,000 tested, 0.78% active. AID 504690;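 active means inhibition reaching at least a set limit at 20 µM in the primary screen, cut at about 59% in these data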;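 further: 0% = DMSO wells with substrate and 100% = DMSO wells lacking glucose-6-phosphate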
* hit, by the source's call; / = not tested or not shown.

SMILES	SENP8 block-1	SENP1 inh	SENP7 block	MIN6 prolif	SENP8 block-2	HKDC1 inh	SENP6 block	UBC13 polyUb	PfGluPho inh
CCOc1ccc(CN2CCN(Cc3ccon3)CC2CCO)cc1 (stereo not drawn)	4	2	-4	-3	-12	-3	-13	-4	-10
Cc1cc(/C(N)=N/OC(=O)c2ccccc2Cl)no1	22	1	88*	-4	77*	-3	81*	1	-6
CCn1c(SCc2ccc([N+](=O)[O-])cc2)nnc1C(C)NC(=O)c1ccccc1Br (stereo not drawn)	21	3	-5	-1	5	19	-29	3	12
Cn1c(O)c(N=NC(=O)c2ccccc2O)c2ccccc21	17	0	23	-5	-13	-2	7	-44	34
O=C(NCCCN1CCOCC1)c1cc(Cl)ccc1Cl	7	1	12	-3	-1	-2	3	2	5
Cc1ccc(CCNC(=O)CCSCc2ccc(Cl)cc2)cc1	22	-1	5	1	-2	-9	-10	2	9
O=C(CN1C(=O)c2ccccc2S1(=O)=O)NCCSc1ccccc1	20	0	-3	-2	-3	0	-3	2	9
CCCCCCCCN=C1NC(=O)CS1	7	3	10	-1	3	-13	3	-8	-5
Cc1ccc(S(=O)(=O)N(C)C)cc1NC(=O)COC(=O)c1ccc2c(=O)n3c(nc2c1)CCC3	-194	-45	-1	-2	-17	-2	-4	2	0
Cc1cccc2sc(N(CCCN(C)C)C(=O)c3ccc(Cl)s3)nc12	5	-2	2	-4	2	-3	-13	15	5
Cc1nc(SCC(=O)NCc2ccco2)[nH]c(=O)c1C	6	2	-5	-1	0	-10	-3	10	12
CC(C)(C)NC(=O)c1ccc2c(c1)N(CC(=O)NC1CCCC1)C(=O)C(C)(C)O2	0	0	4	-1	1	-6	-19	0	-2

Some entries already given, showing only SENP8 block-2, PfGluPho inh and SENP8 block-1.
SMILES | SENP8 block-2 | PfGluPho inh | SENP8 block-1
CCn1c(SCc2ccc([N+](=O)[O-])cc2)nnc1C(C)NC(=O)c1ccccc1Br (stereo not drawn) | 5 | 12 | 21
CCOc1ccc(CN2CCN(Cc3ccon3)CC2CCO)cc1 (stereo not drawn) | -12 | -10 | 4
Cn1c(O)c(N=NC(=O)c2ccccc2O)c2ccccc21 | -13 | 34 | 17

Fetched by structure from the list above:
SMILES	SENP8 block-1	SENP1 inh	SENP7 block	MIN6 prolif	SENP8 block-2	HKDC1 inh	SENP6 block	UBC13 polyUb	PfGluPho inh
Cc1cc(/C(N)=N/OC(=O)c2ccccc2Cl)no1	22	1	88*	-4	77*	-3	81*	1	-6
Cc1cccc2sc(N(CCCN(C)C)C(=O)c3ccc(Cl)s3)nc12	5	-2	2	-4	2	-3	-13	15	5
Cc1ccc(S(=O)(=O)N(C)C)cc1NC(=O)COC(=O)c1ccc2c(=O)n3c(nc2c1)CCC3	-194	-45	-1	-2	-17	-2	-4	2	0
CC(C)(C)NC(=O)c1ccc2c(c1)N(CC(=O)NC1CCCC1)C(=O)C(C)(C)O2	0	0	4	-1	1	-6	-19	0	-2

Following part.
SMILES	SENP8 block-1	SENP1 inh	SENP7 block	MIN6 prolif	SENP8 block-2	HKDC1 inh	SENP6 block	UBC13 polyUb	PfGluPho inh
CCCCNC(=O)c1ccc(S(=O)(=O)c2ccc(Cl)cc2)c(NC(C)=O)c1	-30	-1	-6	0	-2	9	-9	1	-6
CCCOC(=O)c1cc(-c2ccc(/C=C3/C(=O)N(C)C(=O)C(C#N)=C3C)o2)ccc1Cl	-14	3	6	-6	1	22	9	-20	46
CC12CCC(C(=O)n3c1nc1ccccc13)C2(C)C (stereo not drawn)	4	-1	-7	1	-10	3	-12	-4	-4
O=C(CS(=O)(=O)c1ccc(F)cc1)Nc1nnc(-c2ccccc2Cl)o1	-3	-1	0	-3	3	-5	-7	0	-7
CC1(OC(=O)C2CCCC2)C(=O)C=C2C=C(c3ccsc3)N(C3CC3)C=C2C1=O (stereo not drawn)	-35	-42	-11	-2	-1	21	17	-60	80*
COc1ccc(CNc2nc3nc(C)c(Cl)c(C)n3n2)cc1OC	-80	-16	5	-1	-7	2	-26	-1	7
CCc1cccc(CC)c1NC(=O)COC(=O)C1(c2ccc(Cl)cc2)CCCC1	19	0	-8	-3	-13	8	-8	-13	-7
Cc1nn(-c2nnc(C)c(=O)[nH]2)c(C)c1SCC(=O)Nc1ccc(C(C)C)cc1	18	2	6	-1	-5	-1	-1	-14	-35
CC(O)CNc1nc2sc3c(c2c(=O)n1Cc1ccco1)CCCCC3 (stereo not drawn)	-12	0	2	0	7	0	-2	24	16
COc1cc(/C=N/Nc2nc3c(c(=O)n(C)c(=O)n3C)n2Cc2ccccc2)ccc1OC(=O)c1ccco1	-297	1	0	-4	1	2	8	-6	46
COc1ccc(-n2c(Cc3cccn3C)nnc2SCC(=O)Nc2ccc(C(C)=O)cc2)cc1	-2	-2	2	1	-2	-6	-7	-8	14
Cc1ccc(O)c(N=Nc2ccccc2)n1	8	1	100*	-7	95*	-11	93*	-60	16
O=C(c1cnc2ccccc2n1)N1CCN(c2ccc(C(F)(F)F)cn2)CC1	19	-1	4	-1	-3	-5	-6	0	2
CC(=O)C1=C(O)C(=O)N(Cc2ccccc2)C1c1cccs1 (stereo not drawn)	0	-1	7	-3	9	3	5	-8	-1
Cc1cccc(C)c1NC(=O)N1CCC(N2CCCCC2)CC1	13	3	7	-3	3	-1	1	1	-6
C/C=C(\C)C(=O)OC1CC(C)(C)C[C@H]2C3=CC[C@@H]4[C@@]5(C)CCC(O[C@@H]6O[C@@H](C(=O)O)[C@@H](O)C(O[C@@H]7OC[C@H](O)[C@@H](O)[C@@H]7O[C@@H]7OC(CO)C(O)[C@@H](O)[C@@H]7O)C6O[C@@H]6OC(CO)C(O)C(O)C6O)[C@@](C)(CO)[C@@H]5CC[C@]4(C)[C@]3(C)CC(O)[C@@]12CO (stereo partly drawn)	-6	1	2	0	-3	12	0	-23	7
CC(C)NC(=O)NC(=O)COC(=O)c1ccc(S(=O)(=O)Nc2ccccc2)cc1	4	2	1	-1	2	-9	-22	-3	-5
O=C(O)c1cn(-c2ccccc2)nc1C(=O)O	22	2	5	-2	5	4	-11	-4	5
Cc1cc(-n2c(C)cc(C(=O)CN3C(=O)C(=O)N(C)C3=O)c2C)no1	4	2	3	1	-4	-6	-7	14	-13
O=c1c2[nH]c3ccccc3c2ncn1C1CCCCC1	5	-2	1	-5	-12	5	-25	-6	8
CC1CCN(S(=O)(=O)c2ccc(C(=O)Nc3nnc(C4CC4)o3)cc2)CC1	7	1	-7	-6	2	-4	2	-14	-25
Cc1csc(N2C(=O)C3C4CCC(O4)C3C2=O)n1 (stereo not drawn)	7	1	/	/	/	-4	/	/	2
Cc1ccc(C(=O)N2CCSC2=S)cc1	4	0	7	0	-7	-11	-15	3	0
CCOC(=O)C1=C(c2ccccc2)N=C2SCC(=O)N2C1c1ccc(OC)c(OC)c1 (stereo not drawn)	10	0	10	-3	3	-3	-11	0	-11
O=C(c1ccccc1F)N1CCN(S(=O)(=O)c2ccc(Br)cc2)CC1	24	0	8	0	-4	-5	9	6	21
Cc1cc(C)nc(NC(=O)CSc2nc3ccccc3s2)n1	9	1	3	-3	-11	-15	3	-5	6
N#CCCC1CCCC=C1N(Cc1ccccc1)C(=O)C(Cl)Cl (stereo not drawn)	0	-2	5	0	-10	-4	-12	-7	-23
Cc1ccc(OC(=O)CCC(=O)OCCCC(F)(F)C(F)(F)F)cc1	7	2	8	3	1	-1	1	10	19
O=C1NC2(CCCCC2)NN1c1ccccc1	26	1	-2	1	-3	-11	-29	4	-10
O=C(NNS(=O)(=O)c1ccc([N+](=O)[O-])cc1)c1ccc2ccccc2c1O	-26	2	-3	-1	8	3	5	-6	-3
O=C1[C@@H]2[C@H](C(=O)N1O)[C@H]1C=C[C@@H]2C1	14	2	6	3	4	-1	1	6	-8
COc1ccc(NC(=O)Cn2c(=O)oc3cc(Cl)ccc32)c(OC)c1	11	5	-2	-3	3	-4	3	0	4
Cc1ccc2nc(Nc3ccc(F)cc3)c3nncn3c2c1	-101	-10	4	2	1	-3	6	9	-8
O=C(N/N=C/c1ccc[nH]1)c1ccncc1	12	1	11	-3	8	-8	7	-6	1
CNC(=O)CO/N=C/c1ccc(N(C)C)cc1	-54	3	-2	-2	-6	1	-11	10	9
CCOc1ccc(OCC)c(NC(=O)CSc2nc3c(c(=O)n(C)c(=O)n3C)n2CC)c1	13	3	1	1	0	-6	4	10	-2
COc1ccc(C(=O)NNC(=O)CSc2nc3c(c(=O)n(C)c(=O)n3C)n2C)cc1	19	3	-5	-3	2	-6	6	5	3
O=C(N/N=C/c1cccs1)c1c[nH]c2ccccc12	6	0	-1	-2	-10	-5	7	-14	10
COc1ccc(Cl)cc1NC(=O)Cn1c(NCCO)nc2ccccc21	9	2	3	-2	4	-1	0	8	0
O=C(NNC(=S)Nc1ccc(Cl)c(Cl)c1)c1ccccn1	1	1	-3	-5	-9	-57	-26	-4	-8
Oc1cc2c(cc1O)[C@@H](c1ccccc1)CNCC2	5	1	/	/	/	-5	/	/	69*
O=C(O)Cc1ccc(NC(=O)Cc2ccc3ccccc3c2)cc1	-7	-1	-1	-1	-2	-4	-19	-2	-8
COCCOc1ccc(C(F)(F)F)cc1NC(=O)COC(=O)C12CC3CC(CC(O)(C3)C1)C2	8	0	-8	2	0	-5	-8	6	21
O=C(NS(=O)(=O)Oc1cccc(Cl)c1Cl)OC[C@@H]1CCCN2CCCCC12 (stereo partly drawn)	18	0	-8	-1	4	-6	-5	-5	-9
COc1ccc(N2CCN(c3nc4c(c(=O)[nH]c(=O)n4C)n3Cc3cccc(C)c3)CC2)cc1	15	0	5	1	11	-4	-1	8	1
COc1ccc(CCNC(=O)CCS(=O)(=O)c2cccc3nsnc23)cc1OC	30	4	-12	-2	-4	0	-6	-4	-7
Cc1ccc(S(=O)(=O)N2CCCCCC2)cc1[N+](=O)[O-]	19	0	-6	-3	2	8	6	-12	-6
COc1ccc(OC)c(NC(=O)CSc2nc3ccccc3cc2Cc2ccccc2)c1	11	1	1	-3	0	13	8	1	13
Cc1ccc2c(c1)N(CCC(=O)NCC1CCCO1)C(=O)CO2 (stereo not drawn)	12	0	-2	-1	-5	-9	-6	-3	-21
c1ccc2c(c1)CN1CCCC1=N2	17	2	-1	-1	5	-4	8	2	-14
Nc1ccn([C@@H]2O[C@H](CO)[C@@H](O)C2O)c(=O)n1 (stereo partly drawn)	-2	0	1	-5	-3	-8	-14	-20	-6
O=C(Nc1ccc(N2CCCC2)c(Cl)c1)c1ccc([N+](=O)[O-])cc1	30	2	-16	-3	-7	-11	-18	-13	12
Cc1ccnc(NS(=O)(=O)c2ccc(NC(=O)CC(C)c3ccccc3)cc2)n1 (stereo not drawn)	-1	-2	4	0	2	2	-2	0	-8
COCCN(C(=O)c1sc2ccccc2c1Cl)c1c(N)n(CC(C)C)c(=O)[nH]c1=O	-1	0	-3	-2	-3	-5	1	-11	-12
CCc1ccc(NC(=O)CSCCN2C(=O)c3ccccc3C2=O)cc1	5	1	1	1	-7	6	6	0	5
CC(C)Cn1c(N)c(C(=O)COC(=O)CN2C(=O)C3CC=CCC3C2=O)c(=O)n(C)c1=O (stereo not drawn)	0	1	5	-2	4	-5	-7	12	1
O=C(NCc1ccccc1)c1ccc(/C=N/O)nc1	2	1	-8	3	-14	-6	-11	-6	4
Cc1cc(Cl)nc(NC(=O)Nc2cccc(Cl)c2)n1	12	1	-9	-3	-7	-2	9	-8	29
COc1cccc(NC(C)C(=O)N2CC(C)OC(C)C2)c1 (stereo not drawn)	8	-3	7	-2	4	-3	9	2	17
